# NPSR antag – blocks cAMP signaling of the human neuropeptide S receptor | Q6W5P4 | CHO-NPSR cells, cAMP TR-FRET, antagonist mode | Potency, µM (doses to about 38.3 µM), for the others: top-dose activity change, negative = inhibition, usual class: inhibitors | 220,000 compounds, 1% hits | AID 1461; also: potency is read from the fitted curve at half-maximal effect; % is scaled to controls: 0 for no effect and ±100 for the full control effect; nearly all actives have a fitted effect of over 50% in size; many of its hits are not listed in these tables
# Target sequence (Q6W5P4 whole entry, looked up): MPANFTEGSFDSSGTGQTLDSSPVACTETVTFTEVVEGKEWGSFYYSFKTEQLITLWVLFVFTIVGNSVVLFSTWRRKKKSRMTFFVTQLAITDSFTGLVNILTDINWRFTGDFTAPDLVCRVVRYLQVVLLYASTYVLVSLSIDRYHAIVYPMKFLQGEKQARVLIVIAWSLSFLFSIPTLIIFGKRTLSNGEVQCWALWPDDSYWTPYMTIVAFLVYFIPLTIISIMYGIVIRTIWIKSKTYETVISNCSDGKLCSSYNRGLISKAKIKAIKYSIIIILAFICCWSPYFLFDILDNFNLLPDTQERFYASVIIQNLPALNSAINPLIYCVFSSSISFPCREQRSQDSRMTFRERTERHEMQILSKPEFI
# HTT aggregate – reduces HttQ103-GFP aggregates in PC12 cells. AID 1688. PC12 HttQ103-GFP aggregates, Acumen cytometry, 40 h. 220,000 compounds, 1.1% hits. Potency, µM (top dose mostly 46.1 µM), for the others: at the top dose activity change, negative = inhibition, hits mostly inhibitors; also: potency is read from the fitted curve at half-maximal effect; % is scaled to controls: 0 for no effect and ±100 for the full control effect; nearly all actives have a fitted effect of over 60% in size
#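 Inducible Q103 Huntingtin exon 1–GFP PC12 line, 1500 cells/well in phenol red free DMEM with 5% equine and 5% calf serum. Tebufenozide 100 nM induced expression; compounds titrated; aggregates quantified by cytometry.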
# Luc counter – blocks Kinase-Glo luciferase, a counter-screen artifact. Q27757. Kinase-Glo luciferase, ATP luminescence, 8 min. Potency, µM (doses to about 38.3 µM), for the others: top-dose activity change, negative = inhibition, hits mostly inhibitors. 200,000 compounds, 0.28% hits. AID 1379; also: potency is read from the fitted curve at half-maximal effect; % is scaled to controls: 0 for no effect and ±100 for the full control effect; nearly all actives have a fitted effect of over 60% in size
#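 Light output from Kinase-Glo luciferase with luciferin and 10 uM ATP in 50 mM imidazole pH 7.2, KCl, MgCl2, Tween 20, BSA; compound pin-delivered, 8-min ambient incubation, then luminescence read.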
# CBFb RUNX1 block – inhibitors of human CBF-beta and RUNX1 interaction; Q01196+Q13951; 230,000 tested, under 10 active; AlphaScreen CBFb-His/RUNX1-biotin binding, biochemical; AID 1477; Potency, µM (top dose mostly 59.8 µM), inactives show at the top dose activity, negative = inhibition, usual class: inhibitors; also: % of control where 0% means no effect
# Target sequence (Q01196 whole entry, looked up): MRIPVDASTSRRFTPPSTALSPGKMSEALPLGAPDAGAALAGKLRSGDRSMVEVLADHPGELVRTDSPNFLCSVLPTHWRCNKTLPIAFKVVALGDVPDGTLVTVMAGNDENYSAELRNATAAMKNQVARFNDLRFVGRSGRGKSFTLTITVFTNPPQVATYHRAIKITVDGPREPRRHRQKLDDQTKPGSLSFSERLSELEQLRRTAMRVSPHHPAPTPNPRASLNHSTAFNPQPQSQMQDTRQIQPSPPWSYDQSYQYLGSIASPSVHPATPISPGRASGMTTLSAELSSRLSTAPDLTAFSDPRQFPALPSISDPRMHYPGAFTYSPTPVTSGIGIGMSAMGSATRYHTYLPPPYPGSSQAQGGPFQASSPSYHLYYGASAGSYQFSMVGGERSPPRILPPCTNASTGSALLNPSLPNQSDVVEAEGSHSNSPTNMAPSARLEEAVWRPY
# Target sequence (Q13951 whole entry, looked up): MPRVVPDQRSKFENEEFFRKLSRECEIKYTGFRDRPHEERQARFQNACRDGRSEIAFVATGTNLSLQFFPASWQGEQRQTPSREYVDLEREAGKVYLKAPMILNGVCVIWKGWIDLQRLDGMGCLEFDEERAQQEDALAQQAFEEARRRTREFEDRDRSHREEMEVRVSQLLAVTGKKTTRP
#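 Inhibition was taken as any reduction in AlphaScreen signal from the CBF-beta–RUNX1 pair (His and biotin tags, 30 nM each), measured after compound (15 min) and bead (90 min) incubations at room temperature.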
# Epigenetic reg – epigenetic control regulation, reporter derepression; murine LDR cells, GFP reporter derepression, 30 h; Potency, µM (series often up to 53.9 µM), for inactives: at the top dose GFP activation, actives largely listed as activators; 280,000 compounds, 0.2% hits; AID 1865; also: potency is read from the fitted curve at half-maximal effect; % of control where 0% means no effect; nearly all actives have a fitted effect of over 60% in size
#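 GFP-positive cell count by laser-scanning cytometry (objects 20–120 um) after 30 h, 37 C compound exposure of murine LDR cells; reporter is CMV-GFP integrated at a silenced locus, inducible by HDAC or DNMT inhibitors.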
# IMPase Li cell – IMPase inhibition in cells with lithium potentiation; CHO-M1 cells, IP1 TR-FRET (IP-One), carbachol + lithium; Potency, µM (top dose mostly 59.4 µM), for inactives: at the highest dose activity, negative = IMPase inhibition, most hits filed as inhibitors; 210,000 compounds, 0.35% hits; AID 1457;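 also: IP1 builds up when IMPase is blocked and the TR-FRET signal falls; potency is read from the fitted curve at half-maximal effect; plate controls were basal vehicle for no effect and high inhibitor control for full effect; nearly all actives have a fitted effect of over 50% in size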
#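 CHO-M1, 2000 cells/well, 16–30 h culture; cpd + low Li+, 30 min 37C; lysis with d2-IP1/Eu-anti-IP1 Ab, 10 min RT; TR-FRET 665/620 ratio and 620 channel; AC50 via Hill.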
# Lamin A splicing – LMNA splicing modulation | HeLa LMNA splicing GFP/RFP minigene ratio, 48 h | Potency, µM (doses to about 46.1 µM), without a hit: at the highest dose ratio change, negative = inhibition, actives largely listed as inhibitors | 200,000 compounds, 0.01% hits | AID 1487; active = well fitted inhibition curve with a large enough effect in the signal ratio, with a control signal flat, not every such curve was filed as active; inconclusive = small, poorly fitted or top-dose-only effect, or effect the other way, or a change in a side signal; the % refers to the signal ratio; also: potency is read from the fitted curve at half-maximal effect; % is scaled to controls: 0 for no effect and ±100 for the full control effect
#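 Read-out is the ratio of GFP to DsRed2 object intensity, acquired by 488 nm laser-scanning cytometry on HeLa lamin A-EGFP minigene reporter cells. Compound incubation 48 hrs at 37 °C in Opti-MEM with 2% FBS; DMSO 0.5% final.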
# * = called active by the depositor; ? = inconclusive; nt = not tested or not shown; & = joins results of further samples; [ ] = remark or other dose. Unless noted, calls follow the shape of the dose curve; as a rule, active = well fitted curve in the direction sought with a large enough effect; inconclusive = small, poorly fitted or top-dose-only effect, or another doubt; inactive = no such curve, though single readings can be large; an effect the other way counts as inactive or inconclusive.
SMILES,NPSR antag,HTT aggregate,Luc counter,CBFb RUNX1 block,Epigenetic reg,IMPase Li cell,Lamin A splicing
O=C(/C=C/c1c(Cl)cccc1Cl)N1CCN(c2ncccn2)CC1,-16%[46.1 µM],-4%,-5%,12%,0.6%,31%[38.3 µM],-12%
Cc1cc(=O)oc(C)c1C(=O)NC1CC(C)(C)NC(C)(C)C1,-2%[46.1 µM],-17%,0%,-1%,-1.0%,10%,1%
CCOC(=O)c1ccc(S(=O)(=O)N2CCC(C(=O)O)CC2)cc1,-8%[46.1 µM],-8%,-1%,4%,-0.2%,-4%[38.3 µM],4%
Cc1ccc(OCC(=O)Nc2ccc(S(=O)(=O)N3CCN(C)CC3)cc2)cc1,16%[46.1 µM],-7%,-1%,6%,-0.4%,2%,-3%
CCN(CC)CCNc1ncnc2c1sc1nc(N3CCCC3)c3c(c12)CC(C)(C)OC3,-42%,?,-1%,-23%,0.9%,28%,nt
C/C(=N\N=C1\NC(=O)CC(C(=O)O)S1)c1cccs1 (configuration not stated),-6%[46.1 µM],6%,-4%,-1%,-0.9%,-11%[38.3 µM],6%
C=C1CCN(C(C(=O)OC)C(C)C)S(=O)(=O)c2ccccc21 (configuration not stated),0%,6%[9.22 µM],nt,13%&17%,1.1%,nt,nt
Brc1ccc(Sc2cnc3ccccc3n2)cc1,-2%[46.1 µM],-12%,-1%,18%,-0.7%,?,?
Cc1ccccc1OCc1nc2ccccc2c(=O)n1/N=C/c1cn[nH]c1-c1ccccc1,-50%,-21%,2%,-16%,-0.8%,19%,?
Cc1cccc(-c2nc(C#N)c(NCC3CCCO3)o2)c1 (configuration not stated),-20%,0%[9.22 µM],nt,13%,1.1%,nt,nt
CN(Cc1ccco1)c1nc(-c2cccc(C#N)c2)nc2ccccc12,nt,nt,-1%,nt,0.4%,14%,19%
Cc1c(N2C(=O)C3C4C=CC(C5CC45)C3C2=O)c(=O)n(-c2ccccc2)n1C (configuration not stated),6%,17%[9.22 µM],nt,2%,-1.0%,nt,nt
CNC(=S)NNC(=O)c1sc2cc(C(F)(F)F)cnc2c1-c1cccnc1,-7%,0%,-1%,3%,-1.2%,-6%,nt
CCCNC(=O)/C=C/C(=O)O,11%,-1%,1%,-2%,-0.8%,0%,14%[9.22 µM]
Cc1ccc(S(=O)(=O)N2CCC(C(=O)C3C(=O)CC(C)(C)CC3=O)CC2)cc1,-3%,-1%,1%,-6%,0.9%,-7%,2%[46 µM]
O=c1cc(O)c2sc(Nc3ccc(F)c(Cl)c3)nc2[nH]1,13%,-9%,-9%,-2%,0.0%,-1%,?
CC1(C)C(=O)OC(/C=C/c2cccc([N+](=O)[O-])c2)C(C)(C)C1=O (configuration not stated),-9%,12%[9.22 µM],nt,2%,0.1%,nt,nt
COc1ccc(N2CCN(C(=O)c3ccc4c(=O)n(CCc5ccc(OC)c(OC)c5)c(=O)[nH]c4c3)CC2)cc1,-34%,-1%,-1%,-4%,-6.1%&-2.4%,13%,?
COc1ccc(Nc2cc(=O)n(-c3ccccc3)c3c2c(=O)n(C)c(=O)n3C)cc1,24%,22%[9.22 µM],nt,2%,0.0%,nt,nt
O=C(c1ccc(Cl)cc1Cl)C1(n2cncn2)Oc2ccccc2C1O (configuration not stated),-18%[46.1 µM],-17%,1%,3%,1.0%,5%[38.3 µM],1%
Cc1ccn(C)c(=N)c1,-31%,11%[9.22 µM],nt,8%,3.0%,nt,nt
O=C(Cc1c(F)cccc1Cl)Nc1cccnc1,?,-6%,-1%,6%,1.5%,15%[38.3 µM],-10%
Cc1cc2ccccc2c(=O)n1CC(=O)NCc1ccco1,-19%[46.1 µM],9%[9.22 µM],1%,3%,-2.2%,-13%[38.3 µM],24%
O=C(NCc1ccc2c(c1)OCO2)c1nn2cccnc2c1Cl,-3%[46.1 µM],16%,-2%,-1%,0.7%,-13%[38.3 µM],11%

# Some entries already given, reduced to Epigenetic reg, CBFb RUNX1 block and Lamin A splicing.
canonical_smiles | Epigenetic reg | CBFb RUNX1 block | Lamin A splicing
CNC(=S)NNC(=O)c1sc2cc(C(F)(F)F)cnc2c1-c1cccnc1 | -1.2% | 3% | nt
CCCNC(=O)/C=C/C(=O)O | -0.8% | -2% | 14%[9.22 µM]

# Further entries follow.
SMILES,NPSR antag,HTT aggregate,Luc counter,CBFb RUNX1 block,Epigenetic reg,IMPase Li cell,Lamin A splicing
c1ccc(CNc2ncnc3c2cnn3Cc2ccccc2)cc1,-9%,22µM*,3%,-5%,1.0%,19%,?
O=c1c2ccccc2[nH]c(=S)n1CCC1=CCCCC1,-8%,23%,-3%,4%,0.0%,-8%,?
CCCCNC(=O)C1COc2ccccc2O1 (configuration not stated),1%[46.1 µM],7%,0%,3%,-1.0%,7%[38.3 µM],-1%
Nc1cc(N)nc(SCc2cc([N+](=O)[O-])cc3c2OCOC3)n1,17%,13%[9.22 µM],nt,?,-1.1%,nt,nt
Cn1c(N)c(C(=O)COC(=O)c2ncc(Cl)c(Cl)c2Cl)c(=O)n(C)c1=O,-8%,5%,0%,14%,-0.6%,5%,nt
O=C(O)c1ccc(NCc2nc3ccccc3n2Cc2ccccc2F)cc1,-11%,-14%[9.22 µM],nt,7%,0.1%,nt,nt
N#CCCNCC1(c2ccccc2)CCCC1,1%[46.1 µM],?,-1%,2%,0.0%,6%[38.3 µM],13%
Cc1[nH]n(-c2ccccc2)c(=O)c1C(c1ccc(C(=O)O)cc1)c1c(C)[nH]n(-c2ccccc2)c1=O,0%,-12%,6%,-3%,-0.1%,-1%,-2%
CCn1cnc2sc(C(=O)O)c(C)c2c1=O,-6%[46.1 µM],-18%,0%,11%,0.0%,20%[38.3 µM],9%
CSc1ccccc1NC(=O)c1cc(-c2cccs2)on1,-11%[46.1 µM],-11%,-7%,-7%,0.0%,-18%[38.3 µM],1%
Cc1cccc(C(=O)Oc2ccccc2C(=O)N2CCOCC2)c1,7%,14%[9.22 µM],nt,0%,0.1%,nt,nt
Cc1noc(NS(=O)(=O)c2ccc(NC(=O)CCC3CCCCC3)cc2)c1C,-10%[46.1 µM],8%,0%,3%,-2.1%,-1%[38.3 µM],0%
NNC(=O)c1cncc(Br)c1,11%,0%[9.22 µM],nt,8%,3.9%,nt,nt
COC(=O)c1ccc(/C=N/OCC(=O)Nc2cc(F)ccc2F)cc1,-1%,-1%,-2%,22%,0.0%,9%,nt
CNC(=O)CS(=O)(=O)CC(=O)Nc1cc(OC(C)C)c(Cl)cc1Cl,-4%,3%[9.22 µM],nt,20%,-0.1%,2%,nt
O=C(/C=C/c1ccc2c(c1)OCO2)N1CCN(c2ccc(Cl)cc2)CC1,-12%[46.1 µM],-1%,2%,3%,1.3%,0%,-5%
CCOC(=O)c1c(C)[nH]c(C(=O)OC)c1CCC(=O)OC,-2%[46.1 µM],-7%,-1%,15%,2.0%,26%[38.3 µM],0%
CC(=O)Nc1ccc(NC(=S)NC(=O)/C=C/c2ccc(Cl)cc2)cc1,4%,-21%,-1%,-2%,0.0%,-3%,?
Fc1ccccc1CSc1nc2ncccc2[nH]1,6%[46.1 µM],-24%,-9%,-4%,-0.8%,19%[38.3 µM],15%
O=C(COc1ccc2ccccc2c1)Nc1ccc2c3c(cccc13)CC2,-21%,?,-2%,-5%,3.0%,-8%,-6%
OC[C@H]1O[C@@H](n2cnc3c(NC4CCCC4)ncnc32)[C@H](O)[C@@H]1O,-13%,?,-1%,-9%&12%,-1.7%&1.1%,4%&26%,1%
COc1ccc(C2=NOC(C(=O)Nc3ccc4c(c3)OCO4)C2)cc1OC (configuration not stated),6%,17%,6%,-20%,-1.4%,3%,12%[9.22 µM]
CCNC(=O)NC1(C(=O)Nc2ccc3c(c2)CCC3)CCCCC1,0%[46.1 µM],5%,-2%,-6%,-3.0%,-2%[38.3 µM],2%
CC(CN1CCOCC1)OC(=O)c1ccccc1 (configuration not stated),-36%,-23%[9.22 µM],nt,-10%,0.4%,nt,nt
N#Cc1ccc(NC(=O)CNc2cc(S(=O)(=O)N3CCOCC3)ccc2NCC2CCCO2)cc1 (configuration not stated),-25%,9%,0%,-5%,1.7%,4%,nt
CC1(C)CC(=O)C(C2=NC(C)(C)Cc3ccccc32)=C(O)C1,-4%[46.1 µM],-7%,nt,6%,-5.5%,nt,?
Cc1ccc(-n2cc(CNCCN3CCOC3=O)c(-c3ccc(F)cc3)n2)cc1,14%,-1%,-3%,0%,-5.6%,16%,17%[46 µM]
O=C(CCl)NN=C(c1ccccc1)c1ccccc1,-42%,1%,5%,5%,-1.5%,-4%,-5%[46 µM]
COC(=O)c1c(NC(=S)Nc2cc(OC)c(Cl)cc2OC)sc2c1CCCCC2,-48%,0%,-1%,-5%,0.0%,-12%,?
CCOC(=O)C1CCN(C(=O)CN(c2ccc3c(c2)OCO3)S(C)(=O)=O)CC1,-19%[46.1 µM],-2%,-1%,-1%,-4.2%,-21%[38.3 µM],7%
CCCc1ccccc1OCCNC(C)=O,13%[46.1 µM],9%,-2%,5%,1.8%,34%[activator][38.3 µM],20%
O=C(NCCc1ccncc1)Nc1cccc(Cl)c1,-10%[46.1 µM],-9%,-2%,4%,0.1%,-11%[38.3 µM],-8%
CN(C)CCNc1nc2sc3c(c2c(=O)n1CCc1ccccc1)CCCCC3,?,-1%[9.22 µM],nt,0%,9.0%,nt,nt
COc1ccc(OCC(=O)Nc2ccc(N3CCN(C(=O)c4ccccc4C)CC3)cc2)cc1,-6%,-32%,2%,5%,-0.6%,20%,nt
Cc1nc2c(C(=O)N3CCN(c4ccccn4)CC3)cnn2c(C)c1Cc1cccc(Cl)c1,-25%[46.1 µM],-4%,-7%,-8%,0.0%,12%[38.3 µM],?
CCOC(=O)CSc1ncnc2c1nnn2-c1ccc(F)cc1,-10%[46.1 µM],-5%,0%,5%,0.0%,6%[38.3 µM],?
C/C(=N\NC(=O)c1cccc(Br)c1)c1ccc(Br)cc1,-14%[46.1 µM],5%,-6%,3%,0.0%,-2%[38.3 µM],7%
NS(=O)(=O)c1ccc(N2CCCCCC2)c([N+](=O)[O-])c1,-7%,13%[9.22 µM],1%,0%,2.4%,4%,-8%[46 µM]
Cc1c(Cl)cccc1NC(=S)NNc1ncc(C(F)(F)F)cc1Cl,-9%[46.1 µM],13µM*,2%,1%,-0.2%,-3%[38.3 µM],1%
CCc1cccc(CC)c1NC(=S)NC(C)c1ccccc1 (configuration not stated),-27%,?,-1%,10%,-3.2%,11%,-10%
CC1(C)CO[C@@H](CC(=O)O)CN1,nt,-6%,nt,11%,0.8%,18%,nt
Cc1nnsc1Sc1ccccn1,13%,-14%,1%,-5%,-1.1%,10%,nt

# This is a subset. The share of hits here may be higher or lower than overall.
